SKBR3 24h inh: SK-BR-3 proliferation inhibitors | SK-BR-3 viability, CellTiter-Glo ATP luminescence, 24 h; active compounds read low | viability, % at 10 µM | actives 0.47% (n = 41,000) | AID 847;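 active = viability at or below the median of all test compounds minus 3 SD, in both replicates if run twice, cut at about 45% in these data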;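 note: 100% = median untreated cell wells and 0% = median positive control drug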
Numbers without * were called inactive. Some of the compounds tested; the hit share may differ from the screen's.

SMILES	SKBR3 24h inh
O=C(CCCC(=O)OCC1CCCO1)OCC1CCCO1 (stereo not given)	78
CC(=O)Nc1cc(-c2nn(CC(=O)N3CCCCC3)c(=O)c3ccccc23)ccc1N1CCOCC1	99
CC(C)C(c1nnnn1Cc1ccccc1)N1CCc2ccccc2C1 (stereo not given)	77
O=C(CCNC(=O)Cn1ccc2ccccc2c1=O)NCCCN1CCN(c2ccccc2F)CC1	86
c1ccc(Cn2nnnc2CN2CCN(Cc3ccc4c(c3)OCO4)CC2)cc1	88
c1ccc(SCc2nc(-c3cccnc3)no2)cc1	76
CCc1nc2ccccc2n(CCOCCn2c(=O)c(CC)nc3ccccc32)c1=O	93
O=C(O)C1CC=CCC1C(=O)Nc1cccc(Cl)c1Cl (stereo not given)	90
Nn1c(COc2ccccc2)nnc1SCC(=O)O	108
CSc1ccc(-c2nnn(Cc3ccccn3)n2)cc1	80
Cn1c(N2CCC(C(N)=O)CC2)nc2c1c(=O)n(Cc1cccc(Br)c1)c(=O)n2C	90
CCn1ncc(Cl)c1C(=O)Nc1cc(Cl)ccc1Cl	96
COc1ccc(OC)c(S(=O)(=O)N(C)CC(=O)Nc2cc(Cl)ccc2OC)c1	98
O=C(c1ccccc1-c1ccccc1)N1CCCC1	89
CCCCn1nnc(NC(=O)c2sc3cc(Cl)ccc3c2Cl)n1	107
O=C(CSc1nnnn1Cc1ccccc1)NCC(=O)c1ccccc1	90
C=C1[C@@H](C)C2[C@H](Cc3ccccc3)NC(=O)[C@]23OC(=O)CC[C@H](O)CCC[C@H](C)C/C=C/[C@H]3[C@@H]1O (stereo not given in full)	91
COc1ccc(N=c2oc3cc(O)ccc3cc2C(=O)NCC2CCCO2)cc1 (stereo not given)	90
COC(=O)c1ccc2c(=O)n(CCO)c(=S)[nH]c2c1	91
COC(=O)c1ccccc1NC(=O)C1CCCN(S(C)(=O)=O)C1 (stereo not given)	84
Cc1cc(-n2nc(C)cc2C)nc(NS(=O)(=O)c2ccccc2)n1	91
NC(=O)CS(=O)(=O)c1nc2ccccc2n1CC(=O)N1CCCCC1	102
O=C(Oc1ccc(-n2cnnn2)cc1)c1ccco1	113
CC(C)(C)c1nnc(NC(=O)CN2C(=O)C3C4C=CC(C4)C3C2=O)s1 (stereo not given)	73

Reformatted field by field: part of the list above
O=C(CSc1nnnn1Cc1ccccc1)NCC(=O)c1ccccc1
  SKBR3 24h inh = 90

C=C1[C@@H](C)C2[C@H](Cc3ccccc3)NC(=O)[C@]23OC(=O)CC[C@H](O)CCC[C@H](C)C/C=C/[C@H]3[C@@H]1O (stereo not given in full)
  SKBR3 24h inh = 91

O=C(O)C1CC=CCC1C(=O)Nc1cccc(Cl)c1Cl (stereo not given)
  SKBR3 24h inh = 90

O=C(c1ccccc1-c1ccccc1)N1CCCC1
  SKBR3 24h inh = 89

Following part
SMILES	SKBR3 24h inh
COc1cccc(N(CC(=O)NCc2cccnc2)S(C)(=O)=O)c1	128
Cc1nc2cc(-n3ccc(=O)cc3)ccc2n1-c1ccccc1	72
COC(=O)C1=C(C)NC(C)=C(C(=O)OC)C1c1cc2cc(C)ccc2[nH]c1=O	91
COc1ccccc1-c1cc(C(=O)Nc2cc(C)on2)no1	70
CCc1ccc(N2CCCn3c2nc2c3c(=O)n(CCN3CCOCC3)c(=O)n2C)cc1	109
COC(=O)c1nn2c(C(F)(F)F)cc(-c3ccc(Br)o3)nc2c1Br	88
CCn1c2ccccc2c2nc3cc(OC)c(OC)cc3nc21	46
Cn1c(OCc2ccco2)nc2c1c(=O)n(Cc1ccc(Cl)c(Cl)c1)c(=O)n2C	86
COC(=O)c1cc(Br)c(=O)n(Cc2ccco2)c1	78
CCC(C)(C)NC(=O)C(c1ccccc1F)N(Cc1ccco1)C(=O)Cn1nnc2ccccc21 (stereo not given)	81
Cc1ccc(S(=O)(=O)/N=C/c2ccco2)cc1	93
Cc1cc(C)n(-c2nc(NCc3cccnc3)c3c4c(sc3n2)COC(C)(C)C4)n1	80
C=CCn1c(N)c(-c2nc3ccccc3n2C)sc1=S	91
Cc1ccc(OCC(=O)Nc2cccc(C)n2)c(C)c1	107
c1ccc(C2(c3ccccc3)OCC(Cn3cncn3)O2)cc1 (stereo not given)	92
O=C(c1cnn2c(C(F)F)cc(C3CC3)nc12)N1CCc2ccccc2C1	88
Cc1cc(C)c(NC(=O)CN2CCN3CCCC3C2)c(C)c1 (stereo not given)	72
Cc1ccc(Cl)cc1N(CC(=O)NC1CCCCC1)S(C)(=O)=O	71
O=C(Nc1ccccc1)N1CCN(c2nc3ccccc3s2)CC1	64
Cc1c(C(=O)NCc2cccnc2)oc2c1C(=O)CC(C)(C)C2	93
COc1ccc2c(c1)SC1=NCCS(=O)(=O)N12	88
Cc1c(N2C(=O)c3ccccc3C2=O)c(=O)n(-c2ccccc2)n1C	120
Cn1c(OCc2cccnc2)nc2c1c(=O)n(Cc1ccc(Cl)cc1)c(=O)n2C	102
CCOc1ccc(-c2nnc(-c3ccco3)o2)cc1OCC	88
C/C(CC1(O)C(=O)N(Cc2ccccc2)c2ccccc21)=N\O (stereo not given)	98
O=C(CN1CCN(c2ncccn2)CC1)Nc1ccccc1-n1cccc1	87
O=c1n(Cc2ccccc2)c2cc(Cl)cnc2n1Cc1ccccc1	81
CCOc1cc(C(=O)Nc2cc(C)ccn2)cc(OCC)c1OCC	84
Cc1c(Cc2ccccc2)c(=O)oc2c(C)c(OCc3nn[nH]n3)ccc12	71
CC(C)c1ccc(NC(=O)CCNS(=O)(=O)c2cccc3nonc23)cc1	86
Cc1nnc(SCC(=O)NCc2ccc3c(c2)OCO3)s1	80
O=S(=O)(Nc1nnc(-c2ccccc2)s1)c1ccc(Cl)cc1	96
CCOc1ccc(-n2c(Cc3cc(=O)[nH]c(=O)[nH]3)nnc2SC(C)C)cc1	107
C(=N\n1cnnc1)/c1ccc(N2CCOCC2)s1	94
CC1(C)Oc2ccc(C(=O)N3CCc4ccccc43)cc2N(CC(=O)N2CCCC2)C1=O	61
N=c1sc2ccccc2n1-c1ccccc1	86
O=C(CN1CCc2ccccc2C1)Nc1ccccc1N1CCCCCC1	96
COc1nc(C)ccc1-c1noc(-c2ccncc2)n1	89
O=C(Nc1nc2ccc(S(=O)(=O)N3CCCCC3)cc2s1)c1ccncc1	87
O=c1oc(-c2cc3ccccc3o2)nc2sc3c(c12)CCCC3	92
CCOC(=O)c1c(C)[nH]c(C(=O)OCC(=O)N2CCc3ccccc32)c1C	102
CCS(=O)(=O)CCSc1nc2ccccc2o1	100
O=C(Nc1nc(-c2ccncc2)cs1)c1ccco1	71
COc1ccc(OC)c(-c2cc(C(=O)N3CCCc4ccccc43)no2)c1	71
COC(=O)c1[nH]c2cc(C)ccc2c1NC(=O)CN1CCN(c2ccccc2OC)CC1	99
CCN(CC)c1ccc(C2C3CCCCC3(O)CCN2CC(=O)N2CCCCC2)cc1 (stereo not given)	79
Cc1ccc(NC(=O)CS(=O)CC(=O)NC(C)CCc2ccco2)cc1Cl (stereo not given)	104
CCn1c(SCC(=O)Nc2nonc2C)nnc1-c1ccoc1C	77
CC1(C)SC2c3ccccc3C(=O)N2[C@@H]1C(=O)NCCCN1CCOCC1 (stereo not given in full)	102
O=C(CN1CCCC1)N1c2ccccc2Sc2ccccc21	92
CCCc1cc(=O)oc2cc(C)cc(OCc3nn[nH]n3)c12	75
Cc1ccc(OCCC(=O)Nc2c(C)n(C)n(-c3ccccc3)c2=O)cc1	91
O=c1c2ccccc2ncn1Cc1ccco1	82
CC1=C(C(=O)OCc2ccccc2)C(c2cccnc2)n2ncnc2N1 (stereo not given)	73
Cc1ccc(N2C(=O)C3ON(c4ccccc4)C(c4ccncc4)C3C2=O)cc1 (stereo not given)	101
CCOC(=O)c1nnn(-c2nonc2N)c1CNc1ccccc1	76
Cc1cc(C)nc(Nc2n[nH]c(COc3ccc(Cl)cc3)n2)n1	89
Cc1ccc(OCC(O)CNS(=O)(=O)c2ccccc2C(=O)O)cc1 (stereo not given)	102
CC1(C)C(C#N)=C(N)OC2=C1C(=O)CCC2	81
CCOC(=O)C(N)CSC1CC(=O)N(c2ccc(C(=O)OC)cc2)C1=O (stereo not given)	117

Additional entries:
SMILES	SKBR3 24h inh
COc1ccc(C2Nc3ccccc3C(=O)N2Cc2ccco2)cc1COc1ccc(NC(C)=O)cc1 (stereo not given)	100
O=C(O)CCSc1nnc(-c2ccncc2)n1-c1ccccc1	94
COC(=O)/C=c1/s/c(=C(/C#N)C(=O)N2CCOCC2)n(-c2ccccc2)c1=O	72
O=C(Oc1cccnc1)c1ccc(Cl)cc1	111
O=C(CN(Cc1ccc2c(c1)OCO2)C(=O)CNS(=O)(=O)c1ccccc1)NCC1CCCO1 (stereo not given)	90
Nc1nc(SCC(=O)N2CCc3ccccc3C2)[nH]c(=O)c1-c1ccccc1	116
CCOC(=O)N1CCN(C(=O)CCCn2c(=S)[nH]c3ccccc3c2=O)CC1	85
Cc1cc(S(=O)(=O)NCc2ccco2)c(C)s1	122
CCc1nnc(NC(=O)c2ccc(COc3ccc(C)cc3)o2)s1	136
Cc1cccc(Cn2c(Sc3nc(C)cs3)nc3c2c(=O)[nH]c(=O)n3C)c1	91
CCOc1cc(S(=O)(=O)NCCc2ccccc2C)c(OCC)cc1-n1cnnn1	84
Clc1ccc(Br)cc1-c1nc(-c2cccnc2)no1	87

Among those listed so far, 4 have a COOH group:
SMILES	SKBR3 24h inh
O=C(O)C1CC=CCC1C(=O)Nc1cccc(Cl)c1Cl (stereo not given)	90
Nn1c(COc2ccccc2)nnc1SCC(=O)O	108
Cc1ccc(OCC(O)CNS(=O)(=O)c2ccccc2C(=O)O)cc1 (stereo not given)	102
O=C(O)CCSc1nnc(-c2ccncc2)n1-c1ccccc1	94

New compounds follow:
SMILES	SKBR3 24h inh
CCOC(=O)C1CCN(CC(=O)Nc2c(C(=O)OC)[nH]c3ccccc23)CC1	91
CCN1C(=O)/C(=C\N2CCCCCC2)SC1=S	114
COc1ccc(N(CC(=O)O)S(=O)(=O)c2ccc(OC)c(OC)c2)cc1	72
CCN(CC)S(=O)(=O)c1ccc(NC(=O)c2ccc(NS(C)(=O)=O)cc2)cc1	79
COc1ccc(OC)c(Nc2cc(C)nc3ccccc23)c1	65
O=C(c1cc2c(s1)CCCC2)N1CCN(C(=O)C2CCCO2)CC1 (stereo not given)	86
COc1ccccc1N(C)S(=O)(=O)c1ccc(C(=O)OCC(=O)NCc2ccco2)cc1	107
O=c1c2ccccc2sc2nc(C3CCCCC3)n(Cc3ccco3)c(=O)c12	93
CC(C)(C)c1cc(CN(CCO)CCO)cc(C(C)(C)C)c1O	98
CCOC(=O)C1=C(C)NC(=O)NC1c1ccc2c(c1)OCO2 (stereo not given)	64
C(=N\c1nc2ccccc2n1CCN1CCOCC1)/c1cccs1	107
O=S(=O)(c1ccc(S(=O)(=O)n2cnc3ccccc32)cc1)N1CCCCCC1	103
Cn1c2c(c(=O)n(C)c1=O)C(NC(=O)C(C)(C)C)(C(F)(F)F)C(=O)N2 (stereo not given)	95
CCCc1[nH]nc2c1C(c1ccc(OC)cc1OC)C(C#N)=C(N)O2 (stereo not given)	116
COC(=O)Nc1ccc(S(=O)(=O)Nc2ccccc2F)cc1	93
S=c1nc(-c2ccccc2)n(CCCN2CCOCC2)c2c1CCCC2	87
Cc1nc(N2CCN(C(c3ccccc3)c3ccccc3)CC2)nc2c1C(=O)CCC2	77
CCN(CC)CCn1c2ccccc2c2cnc(N=CN(C)C)c(C#N)c21	84
Cc1n[nH]c(=O)nc1NCCN(C)C	105
Cc1ccccc1OCC(=O)Nc1ccc(N2CCN(S(C)(=O)=O)CC2)cc1	124
COc1ccc(N2C(=O)C3C(C2=O)C2C=CC3C23CC3)c(OC)c1 (stereo not given)	98
CC1(C)Cc2c(sc3c2C2=NCCN2C=N3)CO1	106
COc1ccc(S(=O)(=O)N(C)CC(=O)Nc2ccccc2C(F)(F)F)cc1OC	92
COc1cc(NC(=O)c2ccc(S(=O)(=O)N(C)C)cc2)cc(OC)c1OC	94

Copied from the list.
`COc1ccc(S(=O)(=O)N(C)CC(=O)Nc2ccccc2C(F)(F)F)cc1OC` in SKBR3 24h inh: 92
`Cc1nc(N2CCN(C(c3ccccc3)c3ccccc3)CC2)nc2c1C(=O)CCC2` in SKBR3 24h inh: 77
`CCN(CC)CCn1c2ccccc2c2cnc(N=CN(C)C)c(C#N)c21` in SKBR3 24h inh: 84

(cont.)
SMILES	SKBR3 24h inh
CC(=O)Nc1ccc2[nH]c3ccccc3c2c1	91
O=S(=O)(Nc1ccc2c(c1)OCCO2)c1ccc(Br)s1	93
COc1ccc(N2CCn3c2nc2c3c(=O)n(CCN3CCOCC3)c(=O)n2C)cc1	102
N#CCCN(Cc1cccnc1)C(=O)Nc1ccc(Cl)c(Cl)c1	98
COC(=O)c1nc2n(n1)C(c1ccc(OC)c(OC)c1OC)C1=C(CCCC1=O)N2 (stereo not given)	90
O=C(O)c1c[nH]c2ccc(S(=O)(=O)N3CCOCC3)cc12	95
COc1ccc(C(=O)c2cn[nH]c2-c2cc(Cl)ccc2O)cc1	106
COc1ccccc1Nc1nc(N)nc(-c2cc3ccccc3o2)n1	90
Cc1ccnc(NS(=O)(=O)c2ccc(NS(=O)(=O)Cc3ccccc3)cc2)n1	88
CC(N)C12CC3CC(C1)CC(C(C)N)(C3)C2 (stereo not given)	100
Cc1cc(NC(=O)CSc2nc3c(c(=O)n(C)c(=O)n3C)n2C(C)C)no1	90
O=S(=O)(NCC1CC1)c1cccc(S(=O)(=O)N2CCCC2)c1	101
C=CCn1c(COc2ccccc2)nnc1SCc1ccc(C#N)cc1	91
C=C1c2cc(OC)ccc2NC(=O)N1CC	97
CCOc1ccc2[nH]c(C)c(CN(C)C)c(=O)c2c1	104

High-throughput results deposited in PubChem BioAssay by SRMLSC.
